# Screens deposited in PubChem by National Center for Advancing Translational Sciences (NCATS).
# JMJD2A Tudor inh – blocks the human JMJD2A Tudor domain; O75164; AlphaScreen JMJD2A-Tudor / H3K4me3 peptide binding; Potency, µM (highest dose often 114 µM), for inactives: at the top dose activity change, negative = inhibition, usual class: inhibitors; actives 4.4% (n = 390,000); AID 504339; further: on the % scale 0 is the no-effect control and ±100 the full control effect; nearly all actives have a fitted effect of over 50% in size
# POLI inh – DNA polymerase iota (human) inhibition | Q9UNA4 | Pol iota fluorescent replication assay, 10 min | Potency, µM (titrated, usually from 115 µM), without a hit: at the highest dose activity, negative = inhibition, usual class: inhibitors | actives 1% (n = 390,000) | AID 588590
# Target sequence (Q9UNA4 whole entry, looked up): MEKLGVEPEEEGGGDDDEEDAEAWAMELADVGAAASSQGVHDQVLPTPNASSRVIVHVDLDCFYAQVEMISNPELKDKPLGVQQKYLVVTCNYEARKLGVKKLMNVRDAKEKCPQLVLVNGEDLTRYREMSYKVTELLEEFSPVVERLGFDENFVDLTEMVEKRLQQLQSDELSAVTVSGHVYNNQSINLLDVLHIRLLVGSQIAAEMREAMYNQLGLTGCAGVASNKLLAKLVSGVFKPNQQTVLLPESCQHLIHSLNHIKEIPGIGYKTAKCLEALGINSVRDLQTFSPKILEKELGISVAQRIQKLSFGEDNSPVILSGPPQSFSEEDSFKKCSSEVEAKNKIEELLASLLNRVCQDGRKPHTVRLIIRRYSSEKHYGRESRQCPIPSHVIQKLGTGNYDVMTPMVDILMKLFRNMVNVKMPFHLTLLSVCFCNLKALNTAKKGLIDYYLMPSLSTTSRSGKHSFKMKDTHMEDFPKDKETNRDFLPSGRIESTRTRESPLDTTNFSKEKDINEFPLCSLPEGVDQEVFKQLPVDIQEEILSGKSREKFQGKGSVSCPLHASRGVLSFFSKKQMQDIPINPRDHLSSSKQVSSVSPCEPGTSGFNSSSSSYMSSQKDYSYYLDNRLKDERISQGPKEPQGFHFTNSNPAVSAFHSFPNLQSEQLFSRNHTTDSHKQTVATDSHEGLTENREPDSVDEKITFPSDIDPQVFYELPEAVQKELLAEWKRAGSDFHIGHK
#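 Fluorescent replication assay read twice, at 0 min and 10 min after adding 50 nM (final) substrate. Enzyme (10 nM) and compounds were first incubated 15 min at room temperature; enzyme-free buffer wells were negative controls.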
# Pol kappa inh – inhibitors of human DNA polymerase kappa. Q9UBT6. purified Pol kappa, fluorescent DNA synthesis assay, 10 min. Potency, µM (doses to about 107 µM), without a hit: at the highest dose activity, negative = inhibition, usual class: inhibitors. actives 0.53% (n = 400,000). AID 588579; further: on the % scale 0 is the no-effect control and ±100 the full control effect
#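 Activity was followed as the change in fluorescence between reads at 0 and 10 min after starting the reaction with 50 nM substrate. Beforehand, 10 nM polymerase had been preincubated with compound for 15 min at room temperature.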
# G9a inh – blocks human histone lysine methyltransferase G9a; Q96KQ7; G9a H3K9 monomethylation, AlphaScreen, 2 h; Potency, µM (top dose mostly 102 µM), without a hit: at the top dose activity, negative = inhibition, actives largely listed as inhibitors; actives 8.8% (n = 350,000); AID 504332; further: on the % scale 0 is the no-effect control and ±100 the full control effect; nearly all actives have a fitted effect of over 75% in size
#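 Enzyme 20 nM + cpd, 15 min RT; add b-H3K9 pep 500 nM / SAM 20 uM; 2 h RT; anti-H3K9me1 Ab 0.5 ug/mL + SA donor / anti-rabbit acceptor beads 20 ug/mL each, 10 min; AlphaScreen read.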
# Pol eta inh – blocks human DNA polymerase eta activity; recombinant Pol eta, fluorescent DNA replication assay; Potency, µM (top dose mostly 114 µM), for the others: top-dose activity change, negative = inhibition, hits mostly inhibitors; actives 1.2% (n = 390,000); Q9Y253; further: on the % scale 0 is the no-effect control and ±100 the full control effect
#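 Fluorescent replication assay: 50 nM final substrate added after a 15 min room-temperature compound preincubation with 10 nM enzyme. Signal taken at 0 min and again at 10 min.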
# BLM inh – blocks DNA unwinding by human BLM helicase; recombinant BLM DNA unwinding, fluorescence dequenching; P54132; actives 0.2% (n = 350,000); Potency, µM (doses to about 56.1 µM), without a hit: at the highest dose activity change, negative = inhibition, usual class: inhibitors;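 further: plate controls were vehicle for no effect and no enzyme for full effect; nearly all actives have a fitted effect of over 35% in size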
# APE1 inh – APE1 (human) endonuclease inhibition | Potency, µM (series often up to 65.8 µM), inactives show top-dose activity change, negative = inhibition, usual class: inhibitors | recombinant APE1, TAMRA/BHQ-2 abasic DNA cleavage fluorescence | actives 0.35% (n = 350,000) | AID 2517 | P27695;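 further: plate controls were vehicle for no effect and reference inhibitor for full effect; nearly all actives have a fitted effect of over 55% in size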
# Target sequence (P27695 whole entry, looked up): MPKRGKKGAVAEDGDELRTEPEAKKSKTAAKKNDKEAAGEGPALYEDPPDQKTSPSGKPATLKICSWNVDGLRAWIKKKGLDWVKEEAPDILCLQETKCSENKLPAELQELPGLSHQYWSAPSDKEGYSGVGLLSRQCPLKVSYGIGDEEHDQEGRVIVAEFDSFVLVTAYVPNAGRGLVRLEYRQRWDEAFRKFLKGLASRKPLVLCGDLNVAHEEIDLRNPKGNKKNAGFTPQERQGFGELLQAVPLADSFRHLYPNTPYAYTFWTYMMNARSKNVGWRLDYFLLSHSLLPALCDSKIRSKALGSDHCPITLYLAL
#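 Step 1: APE1 (0.75 nM) with compound, 15 min RT. Step 2: add 50 nM fluorophore/quencher THF duplex. Step 3: three fluorescence reads 60 s apart (525/598 nm); read 3 minus read 1 = reaction progress.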
# BAZ2B inh – inhibitors of human BAZ2B bromodomain | Q9UIF8 | actives 4.4% (n = 360,000) | Potency, µM (highest dose often 114 µM), for inactives: at the top dose activity change, negative = inhibition, actives largely listed as inhibitors | AlphaScreen BAZ2B-H3K14Ac peptide displacement | AID 504333; further: on the % scale 0 is the no-effect control and ±100 the full control effect; nearly all actives have a fitted effect of over 60% in size
#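 Multi-concentration screen (max 110 uM) measuring displacement of acetylated histone H3 peptide from BAZ2B by AlphaScreen, using 50 nM protein, 50 nM peptide and 10 ug/mL streptavidin donor plus Ni-chelate acceptor beads.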
# POLB inh – blocks human DNA polymerase beta activity; Pol beta primer extension/strand displacement, fluorescence kinetic; Potency, µM (highest dose often 114 µM), inactives show top-dose activity change, negative = inhibition, actives largely listed as inhibitors; actives 1.3% (n = 340,000); AID 485314; further: on the % scale 0 is the no-effect control and ±100 the full control effect
#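 Values derive from four-parameter Hill fits of normalized kinetic data: reads at 0 and 10 min following addition of 50 nM substrate to 10 nM Pol beta preincubated 15 min with compound.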
# * = called active by the depositor; ? = inconclusive; nt = not tested or not shown; [ ] = dose if it differs, or a comment. The call rests on the fitted dose curve; in most records, active means well fitted curve in the direction sought with a large enough effect; inconclusive means small, poorly fitted or top-dose-only effect, or another doubt; inactive means no such curve, though single readings can be large; an effect the other way counts as inactive or inconclusive. Potency means the concentration at half of the fitted maximal effect. The list is partial; the hit share may differ from the screen's.
(1) Cc1cc2nc3n(c2cc1C)CC1CC(C(=O)NCc2cccc(C(F)(F)F)c2)N(C)C31 (configuration not stated)
(2) O=C(Nc1cccc(S(=O)(=O)Nc2ccc(Cl)cc2)c1)c1ccc2c(c1)OCCO2
(3) COC(=O)c1ccccc1NC(=S)NC(=O)COc1ccccc1
(4) Cc1cc(Cl)ccc1NC(=S)N1CCC(C(N)=O)(N2CCCCC2)CC1
(5) COc1ccc(OC)c(N(CC(=O)NCCSc2ccccc2)S(C)(=O)=O)c1
(6) Cc1cc(=O)c2n(Cc3ccc(Cl)cc3)nc[n+]2[nH]1
(7) O=C(CSc1nc2ncccc2[nH]1)c1ccc2c(c1)OCO2
(8) Nc1nnc(CC(=O)N/N=C\c2cc([N+](=O)[O-])ccc2O)s1
screen / no.,1,2,3,4,5,6,7,8
BAZ2B inh,-1%,-37%,-2%,9%,6%,-6%,-19%,28µM*
Pol kappa inh,9%,-22%,-25%,-4%,5%,5%,6%,-5%
Pol eta inh,-18%,-8%,-3%,-20%,-3%,-2%,2%,-12%
POLB inh,0%,17%,-16%,-17%,8%,?,3%,8%
G9a inh,0%[59 µM],7%[59 µM],?,17%[59 µM],12%,1%[12.7 µM],-3%,?
BLM inh,-3%,-8%,-1%,2%,2%,1%,-3%,4%
POLI inh,20%,-18%,-2%,12%,11%,8%,8%,?
APE1 inh,1%,-7%,-4%,1%,2%,-1%,6%,2%
JMJD2A Tudor inh,-10%,-30%,-7%,-11%,-10%,-9%,6%,?

(9) O=C(NCc1nnc(SCC(=O)N2CCCC2)o1)c1cccc(C(F)(F)F)c1
(10) CCC(C)(C)NC(=O)CN(Cc1cccs1)C(=O)CNS(=O)(=O)c1ccc(F)cc1
(11) CCc1ccc(NC(=O)c2ccc3c(O)c(S(=O)(=O)c4ccc(Cl)cc4)c(=O)[nH]c3c2)cc1
(12) COc1ccc2c(c1)C(=C(C#N)C#N)C(=O)N2CCc1ccccc1
(13) CCOc1ccc(C(=O)c2cc([N+](=O)[O-])ccc2N2CCOCC2)cc1
(14) CO/N=C/c1ccc(N2CCN(C(=O)c3ccc(F)cc3)CC2)c([N+](=O)[O-])c1
(15) CN(C)S(=O)(=O)c1ccc2c(c1)nc(CCC(=O)Nc1ccc3c(c1)OCO3)n2C
(16) COc1ccccc1S(=O)(=O)Cc1ccc(C(=O)NCC2CCCO2)o1 (configuration not stated)
screen / no.,9,10,11,12,13,14,15,16
BAZ2B inh,-28%,-6%,-14%,?,?,?,-11%,0%
Pol kappa inh,-5%,14%,1%,4%,-9%,-24%,-12%,-15%
Pol eta inh,-17%,6%,?,-23%,-6%,-14%,-4%,-1%
POLB inh,14%,79%,-1%,22%,2%,3%,9%,-3%
G9a inh,nt,12%,-1%[59 µM],nt,-17%,45µM*,-44%[59 µM],-4%
BLM inh,-1%,2%,-8%,-5%,-5%,-9%,-4%,0%
POLI inh,17%,-10%,9%,52%[activator],11%,12%,-4%,15%
APE1 inh,13%,4%,nt,19%,-5%,-8%,-7%,17%
JMJD2A Tudor inh,-16%,6%,-24%,?,?,?,-31%,-12%

(17) C/C(Cc1ccccc1)=N\NC(=O)CNC(=O)c1ccc(F)cc1
(18) COc1cc(NC(=O)CNC(c2ccccc2)c2ccccc2)cc(OC)c1OC
(19) CNC(=O)NC(=O)C(C)OC(=O)CCCc1nc2ccccc2s1 (configuration not stated)
(20) Cc1noc(C)c1C(=O)N1CC(C)OC(C)C1 (configuration not stated)
(21) O=C(O)CC1CCS(=O)(=O)C1 (configuration not stated)
(22) COc1ccc(C(=O)NCCc2ccc(F)cc2)cc1OC
(23) COc1ccc(C(=O)Nc2cccc(-c3csc(C)n3)c2)cc1S(=O)(=O)N1CCCC1
(24) C=CCn1c(-c2ccc3ncccc3c2)n[nH]c1=S
screen / no.,17,18,19,20,21,22,23,24
BAZ2B inh,-19%,-12%,-5%,8%,19%,-11%,-3%,5%
Pol kappa inh,-12%,-9%,-12%,-1%,-11%,0%,-13%,17%
Pol eta inh,8%,-5%,-6%,-21%,11%,-18%,-6%,-5%
POLB inh,54%,68%,0%,19%,-1%,1%,nt,30%
G9a inh,18%,19%,2%,13%,16%[59 µM],9%,-12%[12.7 µM],7.9µM*
BLM inh,-2%,-10%,-4%,0%,2%,-2%,nt,0%
POLI inh,13%,113%[activator],22%,22%,24%,196%[activator],-11%,14%
APE1 inh,1%,-6%,20%,2%,-3%,-3%,-12%,2%
JMJD2A Tudor inh,-5%,-17%,-1%,-10%[57.1 µM],-22%,-17%,-28%,7.1µM*

(25) O=C(NCc1ccc(Cl)cc1)c1ccccc1CCc1ccccc1
(26) COc1ccccc1CN(Cc1nc2ccccc2c(=O)[nH]1)C(=O)Nc1cccc(C)c1
(27) O=C(NCc1ccc2c(c1)OCO2)c1ccc2c(c1)N(Cc1cccc(Cl)c1)C(=O)c1ccccc1S2
(28) COC(=O)c1cc(S(=O)(=O)NCc2ccc(Br)cc2)c[nH]1
(29) O=C(NC1CCCC1)c1cccc(Cl)c1
(30) CCOC(=O)c1c(-c2ccc(C)cc2)csc1NC1=NS(=O)(=O)c2ccccc21
(31) CC(=O)N1CC(C)Oc2ccc(S(=O)(=O)Nc3ccc(Cl)cn3)cc21 (configuration not stated)
(32) O=C(COC(=O)c1ccccc1Nc1ccccc1)NCc1ccccc1
screen / no.,25,26,27,28,29,30,31,32
BAZ2B inh,10%,?,-16%,3%,-1%,1%,-12%,3%
Pol kappa inh,-7%,-9%,-17%,-6%,-3%,-2%,11%,-4%
Pol eta inh,-11%,-2%,-13%,1%,-18%,0%,-6%,-17%
POLB inh,2%,0%,0%,7%,13%,3%,86%,11%[57.1 µM]
G9a inh,11%,-16%,9%[59 µM],nt,7%,8%[59 µM],11%[59 µM],50µM*
BLM inh,-2%,-6%,-5%,-1%,0%,5%,1%,1%
POLI inh,8%,-11%,?,-5%,77%[activator],13%,40%[activator],-16%
APE1 inh,-5%,?,nt,-5%,-4%,6%,40%,1%
JMJD2A Tudor inh,8%,-28%,-18%,-1%,-23%,-5%,2%,1%

(33) Cc1ccc(S(=O)(=O)Nc2cc(C(C(=O)OC(C)C)C(=O)C(F)(F)F)c(O)c3ccccc23)c(C)c1 (configuration not stated)
(34) COc1ccc(/C=C/C(=O)O)cc1S(=O)(=O)Nc1ccc2c(c1)OCO2
(35) Cc1cc(C)c(OCCCCn2cnc3ccccc3c2=O)c(C)c1
(36) Cc1cc(=O)[nH]c(N/N=C/c2c(O)n(-c3ccccc3)c(=O)c3ccccc23)n1
(37) CCCNCc1cc(OC)c(OCCC)cc1Cl
(38) Cc1ccc(-c2nc3ccccc3c(=O)n2CCN2CCOCC2)cc1
(39) CN(C)c1ncc2nc(-c3ccc(Cl)cc3)c(=O)n(-c3ccccc3)c2n1
(40) COc1cccc(CNc2ccc([N+](=O)[O-])cc2Cl)c1O
screen / no.,33,34,35,36,37,38,39,40
BAZ2B inh,?,-4%,18%,40µM*,14%,-5%,nt,nt
Pol kappa inh,-18%,-15%,-8%,-25%,1%,-9%,-7%[60.1 µM],-4%
Pol eta inh,-17%,?,-18%,22µM*,-7%,3%,nt,-20%
POLB inh,?,15%,11%,45µM*,11%,7%,nt,17%
G9a inh,40µM*,-7%,nt,?,-11%[59 µM],8%[59 µM],1%[0.501 µM],?
BLM inh,-16%,4%,-7%,-27%,-12%,2%,3%,-8%
POLI inh,67%[activator],-10%,?,0%,-16%,14%,nt,-3%
APE1 inh,?,-7%,4%,?,10%,-4%,-1%,-7%
JMJD2A Tudor inh,-29%,-15%[11.4 µM],1%,?,-1%,-26%,nt,?

# Rewritten with bars between the fields: entries from further up.
no. | SMILES | BAZ2B inh | Pol kappa inh | Pol eta inh | POLB inh | G9a inh | BLM inh | POLI inh | APE1 inh | JMJD2A Tudor inh
35 | Cc1cc(C)c(OCCCCn2cnc3ccccc3c2=O)c(C)c1 | 18% | -8% | -18% | 11% | nt | -7% | ? | 4% | 1%
36 | Cc1cc(=O)[nH]c(N/N=C/c2c(O)n(-c3ccccc3)c(=O)c3ccccc23)n1 | 40µM* | -25% | 22µM* | 45µM* | ? | -27% | 0% | ? | ?
37 | CCCNCc1cc(OC)c(OCCC)cc1Cl | 14% | 1% | -7% | 11% | -11%[59 µM] | -12% | -16% | 10% | -1%
38 | Cc1ccc(-c2nc3ccccc3c(=O)n2CCN2CCOCC2)cc1 | -5% | -9% | 3% | 7% | 8%[59 µM] | 2% | 14% | -4% | -26%
39 | CN(C)c1ncc2nc(-c3ccc(Cl)cc3)c(=O)n(-c3ccccc3)c2n1 | nt | -7%[60.1 µM] | nt | nt | 1%[0.501 µM] | 3% | nt | -1% | nt

# (further entries)
(41) C=C(C)CNC(=S)N/N=C/c1ccc([N+](=O)[O-])cc1
(42) CCOC(=O)N(C)OC(=O)Nc1ccc(Cl)c(Cl)c1
(43) Nc1nc2n(n1)C(c1cccc(Br)c1)CC(c1ccc(F)cc1)N2 (configuration not stated)
(44) Cc1cc(NC(=O)c2c(Cl)cccc2Cl)no1
(45) COc1cccc(Nc2ncc3nc(-c4ccccc4)c(=O)n(C[C@H]4CCCO4)c3n2)c1
(46) Clc1ccc(C2=C3CCCCn4c(-c5ccccc5)c[n+](c43)C2)cc1
(47) CCOP(=O)(OCC)c1nc(-c2cccc([N+](=O)[O-])c2)oc1N1CCCCC1
(48) O=C(COC(=O)CC12CC3CC(CC(C3)C1)C2)Nc1cccnc1Cl
(49) CCCNC(=O)c1nc2ncc(Br)cn2n1
screen / no.,41,42,43,44,45,46,47,48,49
BAZ2B inh,-3%,nt,-19%,-12%,nt,50µM*,-16%,3%,-3%
Pol kappa inh,1%,-3%,9%,-9%,-10%[60.1 µM],-11%,0%,-10%,-5%
Pol eta inh,-7%,-14%,-16%,-14%,nt,?,2%,-22%,-11%
POLB inh,3%,4%,0%,2%,nt,?,20%,1%,26%
G9a inh,2%,?,-1%[59 µM],nt,-1%[12.7 µM],14µM*,-49%,-3%,10%
BLM inh,-4%,-7%,-2%,-1%,-5%,-7%,-13%,-9%,-1%
POLI inh,-8%,-3%,-11%,29%,nt,11%,8%,60%[activator],15%
APE1 inh,-2%,0%,7%,4%,-1%,1%,-4%,-2%,1%
JMJD2A Tudor inh,2%,-15%,-29%,-1%,nt,?,-36%,16%,-5%[57.1 µM]
